Screening results from PubChem.
NPYLR7 ag: agonists of mosquito NPYLR7 receptor, primary screen, cell-based, Aedes aegypti, calcium fluorescence, mosquito biting behavior. Aedes aegypti neuropeptide Y-like receptor 7 (NPYLR7). HEK293T NPYLR7/Galpha15, GCaMP6s calcium fluorescence. activation, % at 10 µM. 270,000 tested, 0.15% active. AID 1259423, 2018; in the data active means activation above about 40%;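 further: 0% = vehicle and 100% = reference agonist at the receptor; some compounds past the cut are filed as inactive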
mcGAS inh: cyclic GMP-AMP synthase inhibitors, mouse, primary biochemical chemiluminescence; Q8C6L5; recombinant cGAS, Kinase-Glo ATP depletion luminescence; inhibition, % at 12.5 µM; 160,000 tested, 0.15% active;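 further: 0% = negative control wells and 100% = reference inhibitor with no enzyme activity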
hcGAS lum: Primary biochemical luminescence assay for human cyclic GMP-AMP synthase inhibitors. Q8N884. recombinant h-cGAS, ATP depletion, Kinase-Glo luminescence. inhibition, % at 12.5 µM. 290,000 tested, 0.081% active;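 further: 0% = vehicle reaction and 100% = reaction without DNA for no activity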
Target sequence (Q8N884 whole entry, looked up): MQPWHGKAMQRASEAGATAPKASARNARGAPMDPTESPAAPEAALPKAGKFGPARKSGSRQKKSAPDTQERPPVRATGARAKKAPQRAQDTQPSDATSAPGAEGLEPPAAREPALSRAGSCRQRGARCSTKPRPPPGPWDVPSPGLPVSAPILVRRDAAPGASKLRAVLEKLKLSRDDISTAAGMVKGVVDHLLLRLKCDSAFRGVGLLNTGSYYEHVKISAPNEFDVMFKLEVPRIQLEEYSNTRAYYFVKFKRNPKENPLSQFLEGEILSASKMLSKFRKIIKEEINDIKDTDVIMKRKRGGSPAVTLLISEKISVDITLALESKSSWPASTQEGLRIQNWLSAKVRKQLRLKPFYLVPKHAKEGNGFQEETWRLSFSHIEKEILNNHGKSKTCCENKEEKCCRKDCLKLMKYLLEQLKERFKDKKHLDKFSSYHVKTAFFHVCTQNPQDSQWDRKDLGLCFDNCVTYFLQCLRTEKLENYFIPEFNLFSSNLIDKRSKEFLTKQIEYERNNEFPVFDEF
The depositor's hits bear a star; x = no result given; & = joins results of further samples. Unless noted, no stated cut-off is given here; in the data, active means inhibition above about 40%; inactive means the rest.

SMILES	NPYLR7 ag	mcGAS inh	hcGAS lum
Cc1cccc(NC(=S)N(C)C2CCS(=O)(=O)C2)c1C (stereo not drawn)	8	x	-6
O=C(Nc1cc(Cl)c(Oc2cccc3cccnc23)c(Cl)c1)c1cc(Cl)cc(Br)c1O	8	-4	-5
CN(Cc1nc2ccccc2c(=O)[nH]1)C(=O)Cc1csc(-c2ccccn2)n1	1	x	-6
CN(Cc1ccoc1)C(=O)c1cccc(NCc2cccs2)c1	-4	x	-9
CC(C)C(=O)N1CCN(S(=O)(=O)c2ccc(CCC(=O)O)cc2)CC1	6	x	-1
COCCN(Cc1cc(NC(=O)c2ccco2)ccc1N(C)C)C(=O)C1CC1	x	-4	3
Cn1cc(C(=O)N2CCN(C(=O)CC3CCCCC3)CC2)c2nn(-c3ccccc3)c(=O)c-2c1	2	-8	-9
Cc1ccc(S(=O)(=O)N(Cc2ccco2)Cc2c(-c3ccccc3)noc2N2CCCCC2)cc1	x	-11	-5
Cc1c(Br)c(C(F)(F)F)nn1CC(=O)Nc1sc2c(c1C#N)CCCC2	-3	-5	-6
CN(CC(=O)Nc1ccc(Cl)cc1F)C1CCS(=O)(=O)C1 (stereo not drawn)	-6	x	-9
CCNC(=O)N1CCC(Nc2cc(C3CC(N)C3)nc(C3CC3)n2)CC1 (stereo not drawn)	x	-4	-7
COc1cc(O)ccc1-c1nccn1-c1ccc(OC(F)F)cc1	6	x	1
CC(C)c1cc(C(=O)N/N=C\c2c[nH]c3ccccc23)n[nH]1	4	-6	0
COc1ccc(CCOC(=O)C2CCCCN2S(=O)(=O)c2ccc(OC)c(OC)c2)cc1OC (stereo not drawn)	-11	-3	-5
Cc1ccc(C(C)(C)CC(=O)N2CCN(CC(=O)N3CCCC3)CC2)cc1	9	x	-10
O=C(O)C1Cc2c([nH]c3ccccc23)C(c2ccc(Cl)cc2Cl)N1 (stereo not drawn)	4	0	6
COc1cccc(NC(=O)N2CCN(c3nc(-c4cccs4)nc4cc(Cl)ccc34)CC2)c1	26	-4	-7
CC/C=C\CC[C@H]1N[C@](CO)(c2ccccc2)[C@H]2CN(C)C[C@@H]12	1	x	-9
Nc1nc2nccc(-c3ccc(Cl)cc3)n2n1	1	2	1
N#Cc1c2c(c(-c3ccco3)[nH]c1=O)CCCC2	2	-4	-10
CC1CC(C)CN(C(=O)CSc2nnnn2-c2ccc(Cl)cc2)C1 (stereo not drawn)	1	-6	-5
COC(=O)c1ccc(COC(CN2CCN(C(=O)c3cc(C)oc3C)CC2)c2ccc(Cl)cc2)cc1 (stereo not drawn)	x	-9	-7
CCCn1cc(NC(=O)C(C(C)C)N2CC(C)OC(C)C2)ccc1=O (stereo not drawn)	-5	x	3
COCCOCC(=O)N1CCN(c2nc3cc(C)c(C)cc3nc2-c2ccccc2)CC1	x	-5	-2
CCCC(=O)N1CCC1(C)C(=O)Nc1ccc2nc(C)ccc2c1 (stereo not drawn)	3	-7	-15

Record cards (already shown):
Profile of CC/C=C\CC[C@H]1N[C@](CO)(c2ccccc2)[C@H]2CN(C)C[C@@H]12 → NPYLR7 ag = 1; mcGAS inh = x; hcGAS lum = -9
Profile of CN(Cc1nc2ccccc2c(=O)[nH]1)C(=O)Cc1csc(-c2ccccn2)n1 → NPYLR7 ag = 1; mcGAS inh = x; hcGAS lum = -6
Profile of COc1ccc(CCOC(=O)C2CCCCN2S(=O)(=O)c2ccc(OC)c(OC)c2)cc1OC (stereo not drawn) → NPYLR7 ag = -11; mcGAS inh = -3; hcGAS lum = -5

Structures above containing a COOH group (two):
SMILES	NPYLR7 ag	mcGAS inh	hcGAS lum
CC(C)C(=O)N1CCN(S(=O)(=O)c2ccc(CCC(=O)O)cc2)CC1	6	x	-1
O=C(O)C1Cc2c([nH]c3ccccc23)C(c2ccc(Cl)cc2Cl)N1 (stereo not drawn)	4	0	6

Structural class, those above with a furan ring, fused or not
SMILES	NPYLR7 ag	mcGAS inh	hcGAS lum
CN(Cc1ccoc1)C(=O)c1cccc(NCc2cccs2)c1	-4	x	-9
COCCN(Cc1cc(NC(=O)c2ccco2)ccc1N(C)C)C(=O)C1CC1	x	-4	3
Cc1ccc(S(=O)(=O)N(Cc2ccco2)Cc2c(-c3ccccc3)noc2N2CCCCC2)cc1	x	-11	-5
N#Cc1c2c(c(-c3ccco3)[nH]c1=O)CCCC2	2	-4	-10
COC(=O)c1ccc(COC(CN2CCN(C(=O)c3cc(C)oc3C)CC2)c2ccc(Cl)cc2)cc1 (stereo not drawn)	x	-9	-7

The results go on.
SMILES	NPYLR7 ag	mcGAS inh	hcGAS lum
CC1NCCN(c2ccc(Cl)cc2Cl)C1=O (stereo not drawn)	-1	x	-3
Cc1ccc(C2CC(C(F)(F)F)n3ncc(C(=O)Nc4ccccc4C(F)(F)F)c3N2)cc1 (stereo not drawn)	2	-5	-1
CCOCCNC(=O)Nc1cc(F)c(N2CCCC2)c(F)c1	11	x	-6
COc1cc(CN2CCOc3ccc(C(O)Cc4ccccc4)cc3C2)cc2c1OCO2 (stereo not drawn)	4	-3	-4
CC(=O)Nc1ccc2c(c1)sc(=NC(=O)c1ccc3c(c1)OCCO3)n2C	-1	-3	0
O=C(c1ccc[nH]1)N1CCCC(N2CCCC2=O)C1 (stereo not drawn)	-5	x	2
COc1cc(CN(C)C(=O)c2cc(N3CCc4ccccc4C3)nc3ccccc23)cc(OC)c1OC	1	4	6
CC1=C(C(=O)NC2CC(=O)N(CCc3ccccc3)C2)OCCO1 (stereo not drawn)	-1	-9	-8
Cc1cc(C)cc(N2CCN(C(=O)c3ccc(C)[nH]c3=O)CC2=O)c1	12	-8	-4
COc1ccc(-c2nn(-c3cc(C)ccc3C)c(OC(C)=O)c2-c2ccc(NC(=O)Nc3cccc(Cl)c3)cc2)c(OC)c1	-2	-6	-3
Cc1c(C)c(C)c(C(=O)OCC(=O)NC(=O)NC(C)(C)C)c(C)c1C	1	-3	1
CCOC(=O)C(C)c1n[nH]c(=O)c2ccccc12 (stereo not drawn)	-1	2	7
O=C1C2C3C=CC(C3)C2C(=O)N1c1cccc(C(F)(F)F)c1 (stereo not drawn)	12	-7	0
COCCNc1nc(Nc2ccc(OC)cc2)c2cnn(-c3ccccc3)c2n1	3	-7	-6
Cc1n[nH]c(C)c1CNc1ccc(-c2nc(-c3ccccc3F)no2)cn1	5	x	-6
O=C(Oc1ccc(-c2nc3ccc(Br)cn3c2NC2CCCCC2)cc1)c1cccc(C(F)(F)F)c1	-8	-5&-3	-2&0
CCCNC(=O)Cn1cc(OC)c(=O)cc1CN1CCN(C(C)=O)CC1	-3	-6	-1
N#C/C(=N\Nc1ccc(Cl)cc1)c1nc2ccccc2s1	-2	-9	-7
CCOC(=O)CC1(NC(=O)c2cc(COc3c(F)cccc3F)on2)CCCCC1	8	-15	-4
CC1CCCCC1OCCn1c(=O)[nH]c2ccccc2c1=O (stereo not drawn)	-2	x	17
CCN(Cc1cnn(C)c1)C(=O)C1CCc2ccccc2O1 (stereo not drawn)	0	x	0
COCCNC(=O)CN1CN(c2ccccc2)C2(CCN(C(=O)c3cccs3)CC2)C1=O	8	-7	-4
COc1cccc(C(O)c2ncc(-c3cccc4ccccc34)[nH]2)c1 (stereo not drawn)	-1	x	-8
Cc1ccc(-c2csc(NC(=O)c3ccc(F)cc3)n2)cc1	-8	-1	3
Cc1cnc(SCCN2CCOCC2)nc1C1CCCN(C(=O)/C=C/c2ccccn2)C1 (stereo not drawn)	24	-10	-6
New compounds follow
SMILES	NPYLR7 ag	mcGAS inh	hcGAS lum
CO[C@H]1CN(c2nc(-c3ccccc3)nc3c2CCC3)CC[C@H]1N	-2	-1	-3
COc1ccc(C(=O)N(Cc2cccc(C)c2)[C@@H]2CCCCC2NC(=O)[C@H]2CCCN2C(=O)COc2ccccc2)cc1 (stereo partly drawn)	-4	-5	-5
Cc1cccc(-c2nc3c(Nc4ccccc4)nccc3[nH]2)c1	-7	-5	-1
COCCNC(=O)c1nn(-c2cccc(F)c2)c(=O)n(Cc2ccccc2Cl)c1=O	-7	0	0
CCC(C(=O)NCC1COc2ccccc2O1)c1ccccc1 (stereo not drawn)	-11	x	-1
Cc1nsc(NC(=O)N(C)CC2COc3ccccc3O2)n1 (stereo not drawn)	3	-12	-6
C#CCOCC(O)CN(CCN1CCOCC1)Cc1ccc(OC)cc1 (stereo not drawn)	0	0	3

Single entries from the results shown:
Result for CCOC(=O)CC1(NC(=O)c2cc(COc3c(F)cccc3F)on2)CCCCC1 in NPYLR7 ag: 8
Result for COc1ccc(C(=O)N(Cc2cccc(C)c2)[C@@H]2CCCCC2NC(=O)[C@H]2CCCN2C(=O)COc2ccccc2)cc1 (stereo partly drawn) in hcGAS lum: -5
